# Pol kappa inh – blocks human DNA polymerase kappa activity; Q9UBT6; purified Pol kappa, fluorescent DNA synthesis assay, 10 min; Potency, µM (titrated, usually from 107 µM), inactives show at the top dose activity, negative = inhibition, hits mostly inhibitors; actives 0.53% (n = 400,000); AID 588579; note: potency is the fitted concentration of half-maximal effect; % is set by controls: 0 for no effect and ±100 for the full control effect
#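 10 nM Pol kappa preincubated 15 min at room temperature with compounds, then reaction started with substrate at 50 nM final. Fluorescence read kinetically at 0 and 10 min; buffer-only wells served as negative control.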
# ALOX12 inh – ALOX12 (human) lipoxygenase inhibition | P18054 | purified 12hLO, xylenol orange hydroperoxide absorbance | Potency, µM (titrated, usually from 108 µM), inactives show top-dose activity change, negative = inhibition, most hits filed as inhibitors | actives 1.1% (n = 580,000) | AID 1671190; note: potency is the fitted concentration of half-maximal effect; % is set by controls: 0 for no effect and ±100 for the full control effect
#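 Purified human 12hLO at 150 nM in 25 mM Hepes, 0.01% Triton X-100, pH 7.0, preincubated 15 min at room temperature with compound. Reaction started with 40 uM arachidonic acid, 30 min at room temperature. Hydroperoxide measured by Fe-xylenol orange, 573/405 nm absorbance ratio.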
# ERG Ets-DNA blk – inhibitors of human ERG Ets domain-DNA interaction; P11308; fluorescence polarization, His-ERG Ets domain / labelled DNA; Potency, µM (highest dose often 76.9 µM), for the others: top-dose FP activity, negative = inhibition, usual class: inhibitors; actives 0.028% (n = 370,000); AID 624246; active = well fitted inhibition curve with a large enough effect in the polarisation, with a control signal flat; inconclusive = small, poorly fitted or top-dose-only effect, or effect the other way, or a change in a side signal; inactive = no such curve, though single readings can be large or run the other way; the % refers to the polarisation;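 note: polarization taken with two DNA probes labelled with fluorescein and Texas red; potency is the fitted concentration of half-maximal effect; % of control where 0% means no effect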
# Target sequence (P11308 whole entry, looked up, the tested form may be a part): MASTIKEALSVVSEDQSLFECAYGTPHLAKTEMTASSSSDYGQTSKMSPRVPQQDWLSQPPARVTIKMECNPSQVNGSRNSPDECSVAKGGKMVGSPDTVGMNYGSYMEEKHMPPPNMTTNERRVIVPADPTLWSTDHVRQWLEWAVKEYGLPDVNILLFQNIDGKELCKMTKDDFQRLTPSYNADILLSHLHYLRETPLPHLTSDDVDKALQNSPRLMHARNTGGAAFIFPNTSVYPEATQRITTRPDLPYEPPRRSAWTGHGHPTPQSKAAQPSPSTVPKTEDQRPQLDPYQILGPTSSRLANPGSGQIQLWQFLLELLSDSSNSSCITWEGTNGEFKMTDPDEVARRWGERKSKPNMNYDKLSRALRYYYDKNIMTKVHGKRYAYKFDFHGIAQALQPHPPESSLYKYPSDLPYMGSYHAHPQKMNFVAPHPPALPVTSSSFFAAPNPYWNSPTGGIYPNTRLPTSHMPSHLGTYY
#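 His-tagged ERG Ets domain (1 uM in the protein solution; 300mM KCl, 50mM Tris-HCl, 1mM EDTA, 1mM DTT, pH 7.5) received compound, then a probe mix of 5 nM fluorescein-DNA and 100nM Texas-615-DNA. Fluorescence polarization was read for both dyes.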
# APE1 inh – inhibitors of human APE1 endonuclease; P27695; recombinant APE1, TAMRA/BHQ-2 abasic DNA cleavage fluorescence; Potency, µM (series often up to 65.8 µM), for the others: at the top dose activity change, negative = inhibition, actives largely listed as inhibitors; actives 0.35% (n = 350,000); AID 2517;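 note: potency is the fitted concentration of half-maximal effect; plate controls were vehicle for no effect and reference inhibitor for full effect; nearly all actives have a fitted effect of over 55% in size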
# Target sequence (P27695 whole entry, looked up): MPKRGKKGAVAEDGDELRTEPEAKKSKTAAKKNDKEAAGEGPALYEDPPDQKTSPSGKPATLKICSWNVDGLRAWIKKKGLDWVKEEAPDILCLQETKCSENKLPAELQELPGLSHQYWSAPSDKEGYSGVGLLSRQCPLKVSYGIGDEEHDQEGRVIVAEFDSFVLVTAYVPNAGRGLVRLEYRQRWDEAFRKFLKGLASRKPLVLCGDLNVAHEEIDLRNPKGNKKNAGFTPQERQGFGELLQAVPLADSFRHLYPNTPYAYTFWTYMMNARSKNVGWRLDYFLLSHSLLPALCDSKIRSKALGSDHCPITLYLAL
#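 Substrate: short duplex with […] THF abasic site, 5'-TAMRA and 3'-BHQ-2, 50 nM final. APE1 at 0.75 nM, preincubated 15 min RT with compound. Fluorescence increase from first to third read measured activity.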
# Pol iota inh – blocks human DNA polymerase iota activity. Pol iota fluorescent replication assay, 10 min. Potency, µM (top dose mostly 115 µM), inactives show top-dose activity, negative = inhibition, most hits filed as inhibitors. actives 1% (n = 390,000). AID 588590; note: potency is the fitted concentration of half-maximal effect
#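 Pol iota at 10 nM preincubated 15 min with compounds at room temperature; reaction started with fluorescent substrate, 50 nM final. Fluorescence read kinetically at 0 and 10 min; buffer-only wells as negative control.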
# TRHR ag – activates the human TRH receptor; P34981; TRHR cells, calcium flux fluo-8, FDSS agonist mode; activation, % at 2 µM; actives 0.18% (n = 360,000); AID 493084; in the data active = activation above about 30%; note: 0% is about no effect
#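 TRHR-expressing cells, plated overnight in medium with 10% serum, were loaded with fluo-8 calcium dye at room temperature. After a 10 s baseline, library compound was pin-added and calcium release was recorded kinetically (ex 480/em 530) as agonist response.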
# BLM inh – Bloom syndrome helicase (human) inhibition. P54132. recombinant BLM DNA unwinding, fluorescence dequenching. Potency, µM (top dose mostly 56.1 µM), for the others: at the top dose activity change, negative = inhibition, hits mostly inhibitors. actives 0.2% (n = 350,000). AID 2528;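 note: potency is the fitted concentration of half-maximal effect; plate controls were vehicle for no effect and no enzyme for full effect; nearly all actives have a fitted effect of over 35% in size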
# Pol beta inh – blocks human DNA polymerase beta activity; AID 485314; Pol beta primer extension/strand displacement, fluorescence kinetic; Potency, µM (titrated, usually from 114 µM), for the others: top-dose activity change, negative = inhibition, most hits filed as inhibitors; actives 1.3% (n = 340,000); note: potency is the fitted concentration of half-maximal effect; % is set by controls: 0 for no effect and ±100 for the full control effect
#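 Preincubation: enzyme (10 nM) with compound, 15 min, RT. Reaction: substrate added to 50 nM final. Reads: 0 and 10 min. Analysis: normalized, Hill fit.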
# Anesthetic bind – binds horse apoferritin like a general anesthetic; P02791; Potency, µM (series often up to 77.5 µM), for inactives: at the top dose activity change, negative = displacement, hits mostly inhibitors; AID 485281; apoferritin/1-aminoanthracene competitive binding, fluorescence; actives 0.074% (n = 350,000); note: potency is the fitted concentration of half-maximal effect; % is set by controls: 0 for no effect and ±100 for the full control effect; nearly all actives have a fitted effect of over 20% in size
# Target sequence (P02791 2-175 limits assumed): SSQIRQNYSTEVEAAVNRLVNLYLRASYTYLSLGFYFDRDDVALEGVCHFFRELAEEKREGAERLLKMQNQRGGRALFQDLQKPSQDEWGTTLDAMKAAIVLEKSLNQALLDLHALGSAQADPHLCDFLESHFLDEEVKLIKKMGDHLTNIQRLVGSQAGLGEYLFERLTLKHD
#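 Probe: 1-aminoanthracene (50% saturated, PBS). Protein: horse-spleen apoferritin, 10 uM. Incubation: 10 min, room temperature. Detection: 380 nm excitation, 535 nm emission. Analysis: normalized response, four-parameter Hill.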
# Starred values were filed as active, the others as inactive; u = inconclusive; x = not tested or not shown; & = joins results of further samples; [ ] = remark or other dose. Unless noted, calls come from the whole dose curve; as a rule, active = well fitted curve in the direction sought with a large enough effect; inconclusive = small, poorly fitted or top-dose-only effect, or another doubt; inactive = no such curve, though single readings can be large; an effect the other way counts as inactive or inconclusive. The list is partial; count on the stated rates, not on these rows.
SMILES,Pol kappa inh,ALOX12 inh,ERG Ets-DNA blk,APE1 inh,Pol iota inh,TRHR ag,BLM inh,Pol beta inh,Anesthetic bind
COc1cccc(CN2CCN(Cc3cc(OC)c(OC)cc3OC)CC2)c1,0%,u,0%,-1%,108%[activator],-0.8,-5%,8%,-2%
CCCn1c(=O)c2[nH]c(-c3ccc(OCC(=O)NCCN)cc3)nc2n(CCC)c1=O,-12%[60.1 µM],x,x,-7%,4%[58.9 µM],x,x,7%[57.1 µM],x
CC(=O)C1=C(C)NC(SCC(=O)c2ccccc2)=C(C#N)C1CC(C)C (stereo not given),-5%,7.9µM*,-8%,13%,u,0.3,-3%,-17%,-22%
COc1ccc(NC(=O)C2CCOC2=O)cc1 (stereo not given),-8%,u,0%,x,-7%[58.9 µM],x,x,x,x
COc1ccc(CC(=O)Nc2ccccc2C(C)=O)cc1S(=O)(=O)N1CCOCC1,-15%,-26%,5%,0%,8%,-0.4,x,x,x
Cc1cccc(C)c1OCC(=O)Nc1ccc(NC(=O)c2ccco2)cc1,-11%,0%,1%,1%,32%[activator],-1.1,1%,1%,-3%
CN(Cc1ccccc1)C(=O)COC(=O)Cc1ccc(Cl)cc1,4%,u,-13%,14%,17%,x,x,x,x
COC(=O)C1CCN(C(=O)/C=C/c2ccc3c(c2)OCO3)CC1,4%,10%,-21%,-20%,57%[activator],0.3,-2%,-11%,-10%
CC(=O)N1CCC2(CC1)C(C#N)=C(N)OC1=C2C(=O)CC(C)(C)C1,3%,u,-1%,6%,5%,-0.7,-1%,-1%,-8%
O=C(Oc1ccc2ccc(=O)oc2c1)c1cccs1,-4%,-25%,-3%,12%,-14%,0.1,5%,15%,54%[activator]
Cc1nn(CCO)c(N)c1C1(O)C(=O)Nc2c(Cl)cc(Cl)cc21 (stereo not given),-3%,-6%,-8%,1%,32%[activator],0.0,-6%,3%,-2%
O=C(c1ccc2c(=O)n(Cc3ccccc3)c(=S)[nH]c2c1)N1CCCC1,2%,-15%,5%,42%[activator],29%,0.1,-4%,2%,-11%
CCCc1c(C(=O)Nc2cc(C)on2)cnn1-c1ccccc1,-1%,129%[activator],76%[activator],-4%,67%[activator],-0.6,-1%,27%,-16%
CCOc1ccc(Sc2cc(C(=O)NCc3ccc(F)cc3)c3ccccc3n2)cc1,-4%[60.1 µM],-13%,7%,x,27%,1.3,0%,2%,u
COC(=O)c1c(NC(=O)C(=O)N2CCCCC2)sc2c1CC(C)(C)OC2,11%,9%,4%,52%[activator],32%[activator],-0.7,-5%,-10%,-3%

# Already shown: entries from further up.
SMILES,Pol kappa inh,ALOX12 inh,ERG Ets-DNA blk,APE1 inh,Pol iota inh,TRHR ag,BLM inh,Pol beta inh,Anesthetic bind
COc1cccc(CN2CCN(Cc3cc(OC)c(OC)cc3OC)CC2)c1,0%,u,0%,-1%,108%[activator],-0.8,-5%,8%,-2%
CCCn1c(=O)c2[nH]c(-c3ccc(OCC(=O)NCCN)cc3)nc2n(CCC)c1=O,-12%[60.1 µM],x,x,-7%,4%[58.9 µM],x,x,7%[57.1 µM],x
CC(=O)C1=C(C)NC(SCC(=O)c2ccccc2)=C(C#N)C1CC(C)C (stereo not given),-5%,7.9µM*,-8%,13%,u,0.3,-3%,-17%,-22%
COc1ccc(NC(=O)C2CCOC2=O)cc1 (stereo not given),-8%,u,0%,x,-7%[58.9 µM],x,x,x,x
COc1ccc(CC(=O)Nc2ccccc2C(C)=O)cc1S(=O)(=O)N1CCOCC1,-15%,-26%,5%,0%,8%,-0.4,x,x,x
Cc1cccc(C)c1OCC(=O)Nc1ccc(NC(=O)c2ccco2)cc1,-11%,0%,1%,1%,32%[activator],-1.1,1%,1%,-3%
CN(Cc1ccccc1)C(=O)COC(=O)Cc1ccc(Cl)cc1,4%,u,-13%,14%,17%,x,x,x,x
COC(=O)C1CCN(C(=O)/C=C/c2ccc3c(c2)OCO3)CC1,4%,10%,-21%,-20%,57%[activator],0.3,-2%,-11%,-10%
CC(=O)N1CCC2(CC1)C(C#N)=C(N)OC1=C2C(=O)CC(C)(C)C1,3%,u,-1%,6%,5%,-0.7,-1%,-1%,-8%

# Further results
SMILES,Pol kappa inh,ALOX12 inh,ERG Ets-DNA blk,APE1 inh,Pol iota inh,TRHR ag,BLM inh,Pol beta inh,Anesthetic bind
COc1ccc(NC(=O)Nc2cc3oc4ccccc4c3cc2OC)cc1,-12%,2%,-2%,-4%,9%,3.0,-1%,12%,3%
Cc1nc2ccccc2nc1OCC(=O)Nc1ccc(F)cc1,7%,-2%,5%,-4%,82%[activator],0.5,-3%,u,-1%
COc1cc(C2c3c(-c4ccccc4)n[nH]c3C(=O)N2c2ccccc2)ccc1O (stereo not given),-15%,5%,1%,-1%,1%,-0.1,-2%,-1%,u
CCC1CCCCN1C(=O)CSc1nnc(CNC(=O)COc2ccc(Cl)cc2)o1 (stereo not given),-10%,0%,-5%,u,19%,-0.4,-4%,36%,-20%
O=C(COC(=O)c1nc(Cl)ccc1Cl)NCCc1ccccc1,-6%,-11%,1%,18%,17%,-0.3,x,x,x
CCS(=O)(=O)N1Cc2ccccc2CC1C(=O)NCc1cccc(OC)c1 (stereo not given),-1%,-12%,3%,14%,27%,0.8,-9%,34%,-4%
CCOc1ccc(C(=O)N2CC(=O)Nc3ccc(C)cc3C2c2ccc(F)cc2)cc1OCC (stereo not given),-1%,u,2%,x,-10%,2.9,-3%,-2%,-18%
CC1=C(C)/C(=N/OC(=O)c2cccc([N+](=O)[O-])c2)C=CC1=O,-14%,x,-9%,-1%,-1%,0.4,4%,-21%,-6%
CC(C)CCC(CC(C)O)c1n[nH]c(=S)n1-c1ccccc1 (stereo not given),3%,u,-3%,2%,-1%,0.1,-1%,-2%,-5%
CC(=O)c1ccc(NS(=O)(=O)c2ccc3c(c2)N(C)CCO3)cc1,-3%,-8%,9%,12%,-5%,-2.4,-2%,31%,-15%
Cc1ccc2c(c1)cc1c(=O)n(CC(=O)N(C)c3ccccc3)nc(C)n12,-11%&-15%,12%&-29%,-7%&-1%,6%,35%&23%[activator],1.0&-0.3,3%&-2%,3%&-2%,-3%&-6%
Cc1ccc(/C=N/Nc2ccc3c(C(F)(F)F)cc(C(F)(F)F)nc3n2)cc1,-15%,x,2%,-1%,14%,0.3,0%,30%,-10%
CCCNC(=O)c1c(C)cc(=O)oc1C,0%,-15%,7%,12%,-2%,-0.1,-3%,47%,-9%
O=C(Nc1ccc(OC(F)(F)F)cc1)C1=NCCN1,11%,14%,14%,9%,34%[activator],-0.1,1%,15%,-16%
COc1cccc(CNc2nc3ccccc3n2CCN2CCCCC2)c1,-5%,-16%,-11%,-3%,u,-0.6,2%,2%,u
Cn1nc(C(F)(F)F)c(C(=O)Nc2ccc(F)cc2F)c1Sc1cccc(C(F)(F)F)c1,-3%,-11%,8%,-4%,27%,x,-13%,-4%,-8%
CCNC(=O)N1c2ccc(OCC)cc2C(C)=CC1(C)C,-7%,5%[57.4 µM],0%,-8%,6%,-0.5,2%,10%,9%
CNCC(O)CN1CCN(c2ccccc2OC)CC1 (stereo not given),8%,0%,u,-1%,4%,1.0,-7%,19%,-2%
CCOC(=O)Cn1c(=O)n(CC2CCCO2)c2nc(-c3ccccc3)nc(C(N)=O)c21 (stereo not given),-12%[60.1 µM],u,-2%,x,24%,-0.1,0%,1%,-5%
O=[N+]([O-])c1ccc(N2CCOCC2)cc1NCCCO,-2%,-20%,7%,1%,-1%,0.8,2%,27%,-14%
Cn1ncc2nc[nH]c(=O)c21,-2%,1%,-1%,3%,5%,-0.2,-3%,2%,-10%
O=C(COC(=O)CNC(=O)c1ccc(Cl)cc1)Nc1ccc(Cl)cn1,-6%,u,6%,40%,-10%,x,x,x,x
O=c1c(-c2ccccc2)c(O)nc2ccccn12,-3%,0%,x,-2%,-14%,0.0,-1%,18%,7%
C=C(C)c1cccc(C(C)(C)NC(=O)N(C)C2CCN(C)CC2)c1,-5%,2%,-1%,2%,47%[activator],2.6,-1%,1%,-6%
O=C1CC(c2cccs2)CC(O)=C1C=NCCN1CCNCC1 (stereo not given),-4%,15%,x,3%,9%,0.5,-7%,1%,-12%
O=[N+]([O-])c1cc(Cl)ccc1NCCc1ccccn1,-7%,-8%,-4%,6%,51%[activator],-0.5,-5%,0%,6%
COc1ccc(S(=O)(=O)N2CCNC(=O)CC2)cc1,4%,14%,-3%,58%,-21%,0.1,1%,1%,-15%
Cc1ccc2nc3c(cc(C#N)c(=O)n3CCN3CCOCC3)c(=O)n2c1,x,x,x,0%,x,0.8,0%,17%,-4%
O=C(COc1ccccc1F)Nc1ccc2nc(SCCOc3ccccc3)sc2c1,1%,-3%,8%,x,1%,2.8,-4%,10%,-7%
COc1ccc2cc(C3C(C#N)=C(N)OC(C)=C3C(C)=O)c(Cl)nc2c1 (stereo not given),-4%,9%,3%,2%,78%[activator],1.7,-3%,-10%,-10%
CCN(CC)S(=O)(=O)c1ccc(C(=O)Oc2coc(CSc3nc(C)cc(C)n3)cc2=O)cc1,-13%,-20%,-14%,0%,3%,0.2,-1%,28%,u
OCCC1CN(Cc2cnc(-c3ccc(Cl)cc3)nc2)CCN1C1CCCC1 (stereo not given),0%,-20%,-13%,0%,40%[activator],1.4,1%,9%,-9%
CCc1sc(C(=O)Nc2ncccc2C)cc1C,-11%,-1%,-2%,21%,9%,-0.3,-1%,-6%,-3%
CCOC(=O)N1CCN(CCC(=O)Nc2ccc(OC)cc2OC)CC1,-8%,-15%,-7%,0%,10%,0.4,4%,15%,9%

# Screening data as filed in PubChem BioAssay.
